# Screens (PubChem BioAssay)
# Gli-Sufu antag = blocks Gli-Sufu signaling in a luciferase reporter | AID 588413 | inhibition, % at 5 µM | Sufu-KO-LIGHT fibroblasts, Gli luciferase reporter luminescence | actives 0.74% (n = 340,000);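 active means inhibition above about 55%, limit read from the data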;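 further: 0% = DMSO-treated cells and 100% = wells with medium but no cells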
# CCR6 antag = blocks CCL20-driven beta-arrestin recruitment at human CCR6. P51684. CHO-K1 CCR6 PathHunter beta-arrestin, luminescence, CCL20-stimulated. inhibition, % at 20 µM. actives 0.49% (n = 340,000). AID 493098;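 active means compounds whose inhibition of the agonist-driven luminescence signal at 20 µM reaches about 50%, limit read from the data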;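 further: cells stimulated with CCL20 at 14 nM final; plate controls were DMSO with CCL20 for no effect and DMSO without agonist for full effect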
# SENP8 inh = blocks the human protease SENP8. Q96LD8. purified SENP8, Z-RLRGG-aminoluciferin cleavage, luminescence. inhibition, % at 10 µM. actives 1.2% (n = 330,000). AID 2540
# 697 NFkB inh = lowers PMA/ionomycin-induced NF-kB signal in 697 B cells | actives 0.33% (n = 330,000) | AID 435022 | inhibition, % at 4 µM | 697 B-cell NF-kB luciferase reporter, 16 h; in the data active means inhibition above about 35%
# UBC13 inh = human UBC13 polyubiquitination inhibition. actives 0.47% (n = 330,000). inhibition, % at 20 µM. AID 485273. UBC13 polyubiquitin chain formation, TR-FRET; in the data active means inhibition above about 45%, passing the limit was not always enough
# Jurkat NFkB inh = inhibitors of the PMA/ionomycin-induced NF-kB reporter in Jurkat cells; AID 435003; actives 0.53% (n = 330,000); inhibition, % at 4 µM; PMA/ionomycin-induced NF-kB luciferase reporter, luminescence
# EBI2 block = blocks human EBI2 receptor beta-arrestin signaling. actives 0.81% (n = 360,000). EBI2 beta-arrestin recruitment, luminescence, 7a,25-OHC stimulated. inhibition, % at 5 µM. P32249; in the data active means inhibition above about 38%;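 further: enzyme fragment complementation signal reports receptor beta-arrestin coupling in cells; 0% = agonist plus DMSO wells and 100% = wells without agonist; some results beyond the cut were filed as inactive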
# Apaf-1 inh = inhibitors of human Apaf-1 apoptosome; O14727; reconstituted apoptosome caspase-3 activity, DEVD-Rh110 fluorescence; inhibition, % at 20 µM; actives 0.71% (n = 330,000); active means inhibition of at least 40% at 20 µM;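 further: plate controls were DMSO wells for no effect and DEVD-CHO caspase inhibitor wells for full effect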
# Target sequence (O14727 whole entry, looked up): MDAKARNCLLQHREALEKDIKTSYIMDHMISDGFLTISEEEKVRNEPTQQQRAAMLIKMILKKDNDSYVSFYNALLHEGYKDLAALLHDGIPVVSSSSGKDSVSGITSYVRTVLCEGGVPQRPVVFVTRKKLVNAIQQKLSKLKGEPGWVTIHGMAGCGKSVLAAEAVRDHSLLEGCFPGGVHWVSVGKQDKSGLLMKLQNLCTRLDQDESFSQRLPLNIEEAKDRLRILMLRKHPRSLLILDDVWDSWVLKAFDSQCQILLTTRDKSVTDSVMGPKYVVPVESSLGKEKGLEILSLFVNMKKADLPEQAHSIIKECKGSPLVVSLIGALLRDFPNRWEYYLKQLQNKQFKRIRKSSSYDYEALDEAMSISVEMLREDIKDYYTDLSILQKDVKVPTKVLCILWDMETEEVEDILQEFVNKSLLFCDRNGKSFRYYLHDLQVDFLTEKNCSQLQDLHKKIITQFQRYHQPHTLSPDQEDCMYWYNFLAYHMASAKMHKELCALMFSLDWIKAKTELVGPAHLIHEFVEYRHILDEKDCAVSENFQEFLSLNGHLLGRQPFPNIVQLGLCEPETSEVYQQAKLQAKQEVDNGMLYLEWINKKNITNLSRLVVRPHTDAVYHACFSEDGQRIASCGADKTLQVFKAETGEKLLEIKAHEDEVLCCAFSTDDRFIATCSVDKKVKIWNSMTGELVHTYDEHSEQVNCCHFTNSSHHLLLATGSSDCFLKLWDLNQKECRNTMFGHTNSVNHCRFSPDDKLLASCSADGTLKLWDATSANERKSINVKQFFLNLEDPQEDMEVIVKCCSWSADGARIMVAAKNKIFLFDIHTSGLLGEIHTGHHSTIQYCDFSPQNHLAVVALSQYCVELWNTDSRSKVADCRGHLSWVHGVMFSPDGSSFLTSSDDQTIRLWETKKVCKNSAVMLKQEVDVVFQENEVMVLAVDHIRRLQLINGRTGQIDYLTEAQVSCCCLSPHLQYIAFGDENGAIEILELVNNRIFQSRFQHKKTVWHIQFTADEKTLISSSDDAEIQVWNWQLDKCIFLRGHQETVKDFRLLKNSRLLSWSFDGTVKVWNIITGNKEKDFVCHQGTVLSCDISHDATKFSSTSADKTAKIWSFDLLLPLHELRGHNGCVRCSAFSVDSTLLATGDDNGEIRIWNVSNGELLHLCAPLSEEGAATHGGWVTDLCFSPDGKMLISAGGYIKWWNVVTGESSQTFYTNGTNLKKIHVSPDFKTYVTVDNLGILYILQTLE
#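 Material: reconstituted apoptosome with Apaf-1, cytochrome c, caspase-9, procaspase-3, dATP. Technique: Rh110 fluorescence intensity. Buffer or medium: pH 7.5 Hepes buffer with CHAPS, BSA, DTT. Times: 30 min plus 50 min, RT.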
# * marks the source's active call; other numbers are inactive results; · = no result given. Unless noted, no stated cut-off is given here; in the data, active means inhibition above about 50%; inactive means the rest. The list is partial, so the mix of outcomes need not match the whole.
SMILES,Gli-Sufu antag,CCR6 antag,SENP8 inh,697 NFkB inh,UBC13 inh,Jurkat NFkB inh,EBI2 block,Apaf-1 inh
O=C(CN1CCNCC1)NCCSc1ccc(Cl)cc1,3,9,4,8,4,3,-1,-11
O=C(Nc1ccccc1C(=O)O)/C(=C/c1ccc(Cl)cc1Cl)NC(=O)c1ccco1,-10,0,-1,-12,-15,-7,3,6
N#Cc1ccccc1Sc1ccccc1C(=O)OCC(=O)N1CCN(C(=O)c2ccco2)CC1,-1,6,-3,10,2,6,3,1
O=C(c1ccccc1S(=O)(=O)NCc1ccccc1)N1CCCCC1,-1,4,-1,0,6,6,-2,0
CC(C)Nc1ccc(C(CC(N)=O)NC(=O)Cc2ccc(Br)cc2)cc1[N+](=O)[O-] (centres undefined),40,24,-15,-40,-59,84*,12,-3
O=C1[C@@H]2Cc3c([nH]c4ccccc34)CN2C(=O)CN1CCCCCO,4,11,-2,11,1,-1,2,4
C[C@H]1COC(=O)[C@H](Cc2ccc(F)cc2)CC/C=C/C[C@@H](CC(=O)N(CCO)Cc2ccccc2)C(=O)N1,2,-9,-4,-14,-16,15,-1,10
O=C1CC(c2ccccc2)C(=O)N1c1cccc(O)c1 (centres undefined),6,40,1,2,7,6,3,-18
C=CCn1c2ccccc2c2n[nH]c(=S)nc21,9,16,8,-2,-8,-3,-1,-10
O=C(NCc1ccccc1Cl)C1CCN(S(=O)(=O)c2cccs2)CC1,-11,1,-6,8,-8,-20,3,11
CCN(CC)c1nc(-c2ccccc2)cc(C(F)(F)F)c1C#N,0,-2,3,1,18,11,-1,13
CCOC(=O)c1cc(C#N)c(Oc2ccc(F)cc2)nc1-c1ccccc1,19,16,2,-4,6,12,15,17
COC(=O)c1ccccc1NC(=O)c1nc2nc(C)cc(C)n2n1,5,-6,1,5,-6,2,12,-10
CNC(C)c1cc(OC)ccc1OC (centres undefined),4,0,-3,13,-4,-2,1,4
Cc1ccc(CNc2nc(N)c([N+](=O)[O-])c(NCc3ccccc3)n2)cc1,2,5,2,3,-2,24,3,-5
CCOCCc1nnc(NC(=O)c2ccc(OC)c(OC)c2)s1,7,1,2,15,-3,17,-10,-1
CC1CC(=O)Nc2ccccc2N1S(=O)(=O)c1cccs1 (centres undefined),4,-3,3,6,-2,-10,11,-5
Cc1c(OCC(=O)NCCCN2CCOCC2)ccc2c1oc(=O)c1ccccc12,14,6,-7,-12,20,-6,3,0
C#CC(C)(CC)NC(=O)Cn1nnc(-c2ccc(S(C)(=O)=O)cc2)n1 (centres undefined),9,12,0,1,-1,8,1,-7
NS(=O)(=O)c1ccc(NC(=O)COC(=O)Cc2ccc(Cl)cc2)cc1,2,11,0,22,1,2,2,-11
Cc1cccc(CCNC(=O)C2CCC(=O)N(Cc3ccc(Cl)cc3)C2)n1 (centres undefined),0,11,4,7,-1,2,8,-11
Cc1ccc(OCC(=O)N/N=C\c2ccncc2)c(C)c1,2,6,0,0,1,2,-2,-5
COc1ccc(-c2[nH]ncc2CN2CCC(C(=O)N3CCOCC3)CC2)c(F)c1,24,1,-2,8,13,2,3,-20
COc1ccc(CN2CCN(CCc3ccccc3)C(CCO)C2)c(O)c1 (centres undefined),18,-4,1,21,6,18,3,5
CCn1nc(C)c(CNCc2cn[nH]c2-c2cc3ccccc3o2)c1C,9,7,2,9,4,11,-4,-25
COc1ccc(C2=Nc3cccc4cccc(c34)N2)cc1,10,-2,8,-9,-43,6,7,-8
CC(C)(C)NC(=O)CN(C(=O)c1csnn1)c1cccc2c1CCCC2,-2,3,-2,17,10,13,-2,-4
Cc1c(-c2ccc(F)cc2)nc(N)c(C#N)c1-c1cccnc1,-3,18,-6,-13,1,15,-2,0
CC(C)CCNC(=O)/C=C/c1ccc(Br)cc1,-22,16,0,-20,7,-29,47*,2
Cc1ccc(S(=O)(=O)NCC(=O)N2CCOCCOCCOCC2)cc1,2,16,-3,6,0,-17,8,1
COc1ccc(NC(=O)C(C)SCc2ccccc2)cc1 (centres undefined),6,2,0,1,0,-2,9,-3
Cc1ccc(Cn2nnc3c(=O)[nH]c(C4CCN(C(=O)Cc5cccs5)CC4)nc32)cc1,-6,-6,4,1,3,-4,-7,16
CCNc1oc(COc2cccc(C)c2)nc1C#N,-64,2,-8,-16,10,-28,0,-2
CN(C)c1ccc(NC(=O)CN2CCC(N3CCCCC3)CC2)cc1,53,7,4,-6,1,-8,0,-1
COCCCn1c(SCC(=O)N2CCOCC2)nc2ccccc2c1=O,-14,0,5,9,4,-9,-1,-4
CN(C)Cc1c(O)ccc2cc(-c3nc4ccccc4n3C)c(=O)oc12,-2,12,3,12,14,-17,6,-6
O=C(CN(C(=O)CCC(=O)Nc1nccs1)c1ccccc1F)NCc1ccc(F)cc1,8,11,2,-8,6,-7,-6,-5
COc1ccc(/C=N/NC(=O)c2nn(-c3ccc(Cl)cc3)c(=O)c3c(N)scc23)cc1,-12,29,18,5,-35,3,-16,54*
COc1cccc(NC(=O)CSc2nnc3ccc(-c4ccncc4)nn23)c1,-4,-2,10,-9,-6,1,1,10
Cc1c(NC(=O)CN2C(=O)NC(C)(c3ccccc3Cl)C2=O)c(=O)n(-c2ccccc2)n1C (centres undefined),-1,1,-2,1,6,19,-4,-16
Cc1ccc(NC(=O)Cc2ccccc2)cc1S(=O)(=O)N1CCOCC1,3,4,2,-1,13,0,3,-6
C=C(C(=O)O)C(CCCCCC)C(=O)O (centres undefined),4,1,-6,25,-16,8,-7,1
Cc1nnc(SCc2ccc(F)cc2Cl)s1,-35,2,-6,-65,14,-48,0,-11
COc1ccc(N2CC(C(=O)Nc3cc(C)ccn3)CC2=O)cc1 (centres undefined),1,9,7,31,-3,0,6,-12
CC[C@@]1(C(=O)OC)N[C@H](CN(C)C(=O)Nc2ccc(F)cc2)[C@@H]2C(=O)N(C)C(=O)[C@@H]21,-7,-11,-12,2,-16,-8,-5,-8
CC(=O)c1ccc2c(c1)C1C=CCC1C(c1ccncc1)N2 (centres undefined),-49,1,7,-11,-16,-19,-22,60*
CCn1c(-c2ccccc2SC)n[nH]c1=S,-11,8,-8,17,-3,14,-4,1
COC(=O)c1ccc(COc2cc(O)c3c(c2)OC(C)(C)CC3=O)cc1,0,9,4,-26,8,-1,18,14
Cc1ccc(N=C2C(=O)Nc3ccc(Br)cc32)cc1,15,54*,-6,-5,-35,-16,17,2
COc1ccc(Cc2nnc(SCc3ccc([N+](=O)[O-])cc3)o2)cc1,-8,12,-5,-1,-5,1,0,13
O=C(Oc1ccc(/C=N/n2cnnc2)cc1)c1cccc([N+](=O)[O-])c1,-6,-3,-8,3,-2,2,3,3
CCOC(=O)/C(=N\Nc1ccccc1[N+](=O)[O-])c1csc(Nc2ccccc2)n1,3,29,0,10,-78,10,14,-15
CC1=C(C(=O)OCCC(C)C)C(c2ccc3c(c2)OCO3)NC(=O)N1 (centres undefined),8,1,3,-18,2,13,-4,8
COc1ccc(Cl)cc1NC(=O)c1cc(-c2ccc(C)cc2O)n[nH]1,1,2,1,13,-3,9,0,-10
O=C(Nc1cccc(Cl)c1)NC1CCN(C2CCCCC2)C1 (centres undefined),34,6,-2,-25,-3,8,-12,11
Cc1cc(Br)ccc1NC(=O)CN(C)C(=O)COc1cccc2c1OC(C)(C)C2,9,-3,0,18,14,7,6,27
COc1ccc(C(=O)C2CCCN(Cc3cccn3-c3ccc(Cl)cn3)C2)c(OC)c1 (centres undefined),38,22,-8,-28,4,21,15,-2
N#C/C(=C\c1ccc2c(c1)OCCO2)C(=O)NC1CCCCC1,3,8,0,-21,-5,4,7,-3
Cc1nn(C)cc1CNC(=O)c1ccc(F)cc1,0,4,-3,-5,-4,5,-1,-11
Cc1ccc(S(=O)(=O)N2CCN(c3ccccc3)CC2)cc1,-11,13,0,6,-2,4,-7,6
# Next compounds follow.
SMILES,Gli-Sufu antag,CCR6 antag,SENP8 inh,697 NFkB inh,UBC13 inh,Jurkat NFkB inh,EBI2 block,Apaf-1 inh
CC(C)(C)NC(=O)Cc1ccc(Cl)c(Cl)c1,-5,9,2,-9,2,-21,-9,2
O=C(NC12CC3CC(CC(C3)C1)C2)N1CCC(O)CC1,1,-16,2,-5,0,-1,1,-8
CCSc1ccccc1C(=O)N1CCN(c2ccccc2F)CC1,-14,-1,-3,4,6,4,-2,-11
N#Cc1ccc(S(=O)(=O)N2CCC(N3CCCCC3)CC2)cc1,36,-6,-11,7,3,-19,-5,5
CCOc1cc(C2Nc3ccccc3C(=O)N2c2ccccc2)ccc1O (centres undefined),-25,1,-10,-23,9,-40,-11,-3
CC1CCN(C(=O)CSc2nc3ccccc3[nH]2)CC1,-59,-7,-2,-116,-15,-82,6,-6
CCn1c(SCC(=O)Nc2cccc(NC(=O)c3cccs3)c2)nnc1-c1ccncc1,-8,-12,-11,-2,-1,3,-8,6
CCCCNC(=O)CC1C(=O)N(Cc2ccccc2)C(C)c2nc3ccccc3n21 (centres undefined),2,2,-1,4,-1,8,0,-10
CCN(CC)C(=O)C1CCN(Cc2cccc(OCc3ccccc3)c2)CC1,-5,-8,-2,12,10,3,11,0
COc1ccc(OC)c(N(CC(=O)N2CCOCC2)S(C)(=O)=O)c1,10,15,2,0,6,-2,-7,-3
COc1ccc2oc(C(=O)N(C)Cc3ccc(OC(F)F)cc3)c(C)c2c1,-3,19,-2,2,2,13,10,14
CCOc1ccc(COC(=O)C2CC(=O)N(CCc3ccccc3)C2)cc1OC (centres undefined),-9,5,-7,-5,0,1,5,13
O=C(NNC(=O)C1CCN(S(=O)(=O)c2ccccc2C(F)(F)F)CC1)c1ccccc1O,11,-4,-7,5,7,9,-1,6
COc1ccc(NC(=O)c2cc(C)on2)cc1,-65,-10,-9,-42,-5,-63,7,-22
Cn1nccc1NS(=O)(=O)c1ccc(C(C)(C)C)cc1,2,10,-7,-3,-4,-5,2,2

# In another format: entries from further up.
# The line under a structure holds: Gli-Sufu antag	CCR6 antag	SENP8 inh	697 NFkB inh	UBC13 inh	Jurkat NFkB inh	EBI2 block	Apaf-1 inh
- CCn1c(SCC(=O)Nc2cccc(NC(=O)c3cccs3)c2)nnc1-c1ccncc1
→ -8	-12	-11	-2	-1	3	-8	6
- CCN(CC)C(=O)C1CCN(Cc2cccc(OCc3ccccc3)c2)CC1
→ -5	-8	-2	12	10	3	11	0
- CCCCNC(=O)CC1C(=O)N(Cc2ccccc2)C(C)c2nc3ccccc3n21 (centres undefined)
→ 2	2	-1	4	-1	8	0	-10
- COc1ccc2oc(C(=O)N(C)Cc3ccc(OC(F)F)cc3)c(C)c2c1
→ -3	19	-2	2	2	13	10	14

# Looked up one by one from above (5):
SMILES,Gli-Sufu antag,CCR6 antag,SENP8 inh,697 NFkB inh,UBC13 inh,Jurkat NFkB inh,EBI2 block,Apaf-1 inh
CC(C)(C)NC(=O)Cc1ccc(Cl)c(Cl)c1,-5,9,2,-9,2,-21,-9,2
CCN(CC)C(=O)C1CCN(Cc2cccc(OCc3ccccc3)c2)CC1,-5,-8,-2,12,10,3,11,0
N#Cc1ccc(S(=O)(=O)N2CCC(N3CCCCC3)CC2)cc1,36,-6,-11,7,3,-19,-5,5
COc1ccc(OC)c(N(CC(=O)N2CCOCC2)S(C)(=O)=O)c1,10,15,2,0,6,-2,-7,-3
CCn1c(SCC(=O)Nc2cccc(NC(=O)c3cccs3)c2)nnc1-c1ccncc1,-8,-12,-11,-2,-1,3,-8,6

# Other results.
SMILES,Gli-Sufu antag,CCR6 antag,SENP8 inh,697 NFkB inh,UBC13 inh,Jurkat NFkB inh,EBI2 block,Apaf-1 inh
COc1ccccc1N1CCN(C(=O)Cc2c(C(=O)O)[nH]c3ccc(Cl)cc23)CC1,4,26,3,21,-2,13,1,3
COC(=O)c1cc(S(=O)(=O)N2c3ccccc3CC2C)c[nH]1 (centres undefined),-5,10,6,-10,-2,7,2,-5
Cc1nn(-c2ccccn2)c2c1C(c1c(F)cccc1Cl)C1=C(N2)c2ccccc2C1=O (centres undefined),·,·,-1,-25,-2,19,·,-4
CCOC(=O)C1CCCN(c2c(NCCCN(CC)c3cccc(C)c3)c(=O)c2=O)C1 (centres undefined),5,5,-1,9,7,5,0,-3
O=C(CN1C(=O)NC2(CCCCC2)C1=O)N1CCN(S(=O)(=O)c2ccc(Cl)s2)CC1,-5,-1,-4,10,-15,-1,-8,5
